hERG protect: compounds protecting human hERG from proarrhythmic drug block; Q12809; CHO-hERG, FluxOR thallium flux, dofetilide IC70 present; 310,000 tested, 0.51% active; activation (rescue from dofetilide block), less the hit threshold, % at 10 µM;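 active means activation above the mean of controls blocked by dofetilide plus 5 SD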;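 further: thallium influx through hERG after potassium depolarization seen as dye fluorescence rise; in these data hits start at about 4.7%; inactives centre near -7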
HDAC3 inhib: human HDAC3 inhibition. O15379. recombinant HDAC3, fluorogenic peptide/trypsin coupled, fluorescence. inhibition, % at 8.3 µM. 320,000 tested, 0.15% active; in the data active means inhibition above about 26%, passing the limit was not always enough; inconclusive means no clear call, values can overlap the other calls
KCNK3 inh: human KCNK3 channel inhibition, primary screen; O14649; 340,000 tested, 0.84% active; CHO-KCNK3 thallium flux, FluxOR fluorescence; active compounds read low; AID 602410; B-score at 10 µM;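 active means B-score under library mean minus 4 SD, starting fluorescence ratio at most library mean plus 5 SD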;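 further: more negative B-score means stronger inhibition of thallium flux through KCNK3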
Dyrk1A ADPGlo: blocks rat Dyrk1A kinase activity; ADP-Glo luminescence, NFATc1 peptide; 310,000 tested, 0.43% active; inhibition, % at 12.5 µM; Q63470; in the data active means inhibition above about 50%;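 further: plate controls were vehicle with enzyme for no effect and no enzyme for full effect; many of its hits are not listed in these tables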
KCNQ1 block: blocks the human KCNQ1 potassium channel. CHO-K1 KCNQ1, FluxOR thallium flux fluorescence; active compounds read high. 310,000 tested, 1.3% active. B-score at 10 µM. P51787;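 active means compounds whose thallium flux B-score, printed positive for inhibition, exceeds three library SD while starting fluorescence stays within three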;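 further: channel opened by potassium depolarization with thallium stimulus after 20 min compound exposure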
RGS4 pot: RGS4 potentiation or activation; AID 463111; HEK293 M3R/inducible RGS4, carbachol calcium flux Fluo4; active compounds read low; 310,000 tested, 0.92% active; B-score at 10 µM;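 active means B-score of the integrated calcium signal more than 4 SD below the library mean, with starting fluorescence not abnormally high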;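 further: negative B-score means reduced calcium response which marks RGS4 activation or potentiation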
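test system = HEK293 cells with stable M3R and inducible RGS4 | schedule = recording 10 s baseline at 1 Hz, 100 s post-agonist | technique = Fluo4-AM (2 µM) calcium-flux fluorescence, kinetic read | measure = Agonist-evoked peak-minus-minimum fluorescence over baseline, integrated ratio, B score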
GSK3A inh: inhibitors of human GSK-3 alpha kinase. 320,000 tested, 0.1% active. ADP-Glo luminescence, 60 min. inhibition, % at 10 µM;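 in the data active means inhibition above about 50%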;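 further: GST-tagged GSK-3 alpha with peptide substrate and 25 µM ATP; 0% = DMSO neutral wells and 100% = GW8510 positive control wells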
KCNQ1 act: potentiators or activators of human KCNQ1 potassium channel | CHO-K1 KCNQ1, thallium flux FluxOR fluorescence; active compounds read high | P51787 | 310,000 tested, 0.35% active | B-score at 10 µM;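 active means fluorescence ratio B-score, a plate-corrected score, at least three library SD, with initial intensity B-score within 5 SD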
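System: CHO-K1 cells stably expressing KCNQ1 / Medium: assay buffer for compound exposure, DMSO matched across wells / Reagent: thallium- and potassium-containing depolarizing buffer / Compound: one concentration, matched DMSO / Incubation: 20 min compound pretreatment at room temperature / Measured by: kinetic FluxOR fluorescence, 10 s baseline plus 110 s post-stimulus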
GSK3beta inhib: inhibitors of human GSK3beta kinase | AID 2097 | P49841 | 300,000 tested, 0.038% active | activity score (negative = inhibition), % at 10 µM | GST-GSK3beta kinase, ADP-Glo luminescence, 60 min; active compounds read low;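 active means more than half of replicate wells score below -50%, meaning over 50% inhibition versus plate controls; inconclusive means some replicates but at most half score below -50%; inactive means no replicate scores below -50%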;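 further: 0% = median DMSO wells and -100% = median GW8510 positive control wells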
Target sequence (P49841 whole entry, looked up): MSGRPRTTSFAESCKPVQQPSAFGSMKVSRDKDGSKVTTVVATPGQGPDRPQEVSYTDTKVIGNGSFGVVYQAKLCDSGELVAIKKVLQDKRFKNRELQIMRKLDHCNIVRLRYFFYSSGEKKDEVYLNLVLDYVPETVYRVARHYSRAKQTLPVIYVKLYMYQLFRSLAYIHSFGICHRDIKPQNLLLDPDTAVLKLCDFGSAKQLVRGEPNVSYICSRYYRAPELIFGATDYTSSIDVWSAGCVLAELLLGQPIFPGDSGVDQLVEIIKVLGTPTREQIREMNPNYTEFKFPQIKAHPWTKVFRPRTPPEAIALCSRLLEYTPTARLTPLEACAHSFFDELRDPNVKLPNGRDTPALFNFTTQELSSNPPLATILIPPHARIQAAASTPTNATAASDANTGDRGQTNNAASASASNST
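Assay system: GST-tagged human GSK3beta kinase, cell-free; Input: 1.6 ng GSK3beta; Medium: Tris/MgCl2 kinase buffer; Timing: 60 min enzyme reaction, room temperature; Signal: ADP-Glo luminescence quantifying ADP generated by kinase; Evaluation: score relative to plate controls; Benchmarks: DMSO neutral wells and GW8510 at 20 µM as positive.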
KCNK9 inh: inhibitors of human KCNK9 two-pore domain potassium channel. AID 488922. B-score at 10 µM. HEK293 KCNK9, FluxOR thallium flux fluorescence; active compounds read low. 310,000 tested, 1.2% active;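 active means ratio B-score over 3 SD below the library mean, with starting fluorescence within 5 SD of its mean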;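 further: negative B-score means less thallium flux so channel inhibition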
Target sequence (Q9NPC2 whole entry, looked up, the tested form may be a part): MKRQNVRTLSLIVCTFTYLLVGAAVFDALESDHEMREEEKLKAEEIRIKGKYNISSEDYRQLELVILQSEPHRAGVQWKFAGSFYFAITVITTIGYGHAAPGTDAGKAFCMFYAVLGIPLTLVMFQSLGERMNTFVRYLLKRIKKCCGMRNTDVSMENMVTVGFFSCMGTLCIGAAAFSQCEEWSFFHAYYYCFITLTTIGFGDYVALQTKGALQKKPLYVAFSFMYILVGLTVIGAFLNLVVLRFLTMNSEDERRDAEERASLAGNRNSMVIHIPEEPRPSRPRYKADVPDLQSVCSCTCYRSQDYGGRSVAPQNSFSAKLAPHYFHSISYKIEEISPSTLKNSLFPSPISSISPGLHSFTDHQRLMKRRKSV
PolyA inhibitor: yeast polyadenylation inhibition; S. cerevisiae SKY197-pL101 polyadenylation reporter, beta-gal luminescence; efflux-impaired pdr1/pdr3 knockout yeast; score 100 = 6 SD above DMSO; calls only at 12 µM; 300,000 tested, 0.02% active; AID 1875;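 active means lowest replicate activity score at least 50, where 100 means six control SD above control mean; inconclusive means lowest score under 50 but half or more replicates reach 50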;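 further: yeast exposed to compound for 9 h at 30 °C; higher score means more reporter readthrough which indicates perturbed polyadenylation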
* marks the source's active call; other numbers are inactive results; i = inactive; ? = inconclusive; · = not tested or not shown.

SMILES	hERG protect	HDAC3 inhib	KCNK3 inh	Dyrk1A ADPGlo	KCNQ1 block	RGS4 pot	GSK3A inh	KCNQ1 act	GSK3beta inhib	KCNK9 inh	PolyA inhibitor
CC(=O)Nc1cccc(NC(=O)c2ccc(Br)cc2)c1	-2.7	0.4	i	-4.6	i	i	-0.2	i	8.2	i	i
Oc1c(N=NC(=S)Nc2ccccc2F)c2ccccc2n1Cc1ccc(Cl)cc1	25.0*	-0.7	i	-6.6	i	i	0.9	8*	-1.4	i	i
CS(=O)(=O)N(Cc1ccccc1)c1ccc(C(=O)Nc2cccnc2)cc1	-5.9	-9.1	i	-1.7	i	i	1.6	i	2.5	i	i
CCOC(=O)Cn1nnc(-c2ccc(SC)cc2)n1	-13.9	-1.3	i	-4.5	i	i	-1.5	i	2.5	i	i
C[n+]1ccccc1C1CCCC/C1=N\NC(N)=S (centres undefined)	-5.5	2.3	i	2.6	i	i	-0.3	i	1.0	i	i
Cc1nn(C)cc1[C@@H]1C[C@H]2CN(Cc3cccc(Cl)c3)C(=O)[C@]23CCCN13	-7.9	-2.1	i	1.1	i	i	0.7	i	-2.4	i	i
CCCCNC(=S)N(Cc1ccco1)Cc1cc2cc3c(cc2[nH]c1=O)OCCO3	-8.0	-10.9	i	-1.3	i	i	-2.3	i	2.0	i	i
COc1ccc(Cl)c2sc(NC(=O)C3=COCCO3)nc12	-1.5	·	i	1.2	i	i	·	i	0.4	i	i
O=C(NCCNc1ccc([N+](=O)[O-])cc1C(F)(F)F)c1ccccc1	-8.0	·	i	4.2	i	i	·	i	-4.8	i	i
Cn1c(=O)[nH]c(=O)c2c1nc(CN1CCN(Cc3ccccc3)CC1)n2CC(N)=O	-2.2	2.3	i	-2.3	i	i	-0.8	i	1.1	i	i
Cc1ccc(N2C(=O)N3[C@H](c4ccc(F)cc4)[C@@H]4C(=O)N(C5CCCCC5)C(=O)[C@@H]4[C@]3(C)C2=O)cc1	-1.0	-0.3	i	0.4	i	i	0.2	i	1.3	i	i
Cc1cccc(Cn2c(NCCO)nc3c2c(=O)n(C)c(=O)n3C)c1	-5.8	-1.3	i	-5.9	i	i	0.5	i	2.6	i	i
CCOc1ccc(CCNC(=O)c2nnn(CC(=O)Nc3ccc(C)cc3)c2N)cc1OCC	-5.3	3.2	i	-0.1	i	i	-2.2	i	·	i	i
CCCCCCOC1(c2ccccc2)OC(=O)c2ccccc21 (centres undefined)	-14.2	4.6	i	2.9	i	-6.96*	1.0	i	1.9	-14.8*	i
CCOc1ccc(OC(=O)c2cccc(S(=O)(=O)N3CCN(C)CC3)c2)cc1	-11.5	1.7	i	-4.1	i	i	-10.7	i	2.0	i	i
Fc1ccccc1CSc1nnc(Cn2cnc3ccccc32)n1-c1ccccc1	-11.3	-0.8	i	-1.8	i	i	-0.5	i	2.1	i	i
CCCCCCCCCCCCC/C=C/[C@@H](O)[C@@H](N)CO	-6.9	17.2	i	-5.3	i	i	2.8	i	-0.1	i	i
COc1ccc2[nH]c(C(=O)Nc3ccc(C)c(F)c3)cc2c1	-3.0	2.6	i	0.0	i	i	0.6	i	1.6	i	i
CCOCCCN(C(=O)c1snc(C(N)=O)c1N)C(C(=O)NC(C)(C)C)c1ccc(Cl)cc1 (centres undefined)	-5.5	8.3	i	19.7	i	i	·	i	8.1	i	i
CN(CC(=O)Nc1cccc(Cl)c1)S(=O)(=O)c1ccc2c(c1)n(C)c(=O)c(=O)n2C	-7.5	0.5	i	-3.8	i	i	6.8	i	-2.1	i	i

Copied from the list.
Under GSK3beta inhib, Oc1c(N=NC(=S)Nc2ccccc2F)c2ccccc2n1Cc1ccc(Cl)cc1 is entered as -1.4
Under HDAC3 inhib, Cc1nn(C)cc1[C@@H]1C[C@H]2CN(Cc3cccc(Cl)c3)C(=O)[C@]23CCCN13 is entered as -2.1

Additional compounds follow.
SMILES	hERG protect	HDAC3 inhib	KCNK3 inh	Dyrk1A ADPGlo	KCNQ1 block	RGS4 pot	GSK3A inh	KCNQ1 act	GSK3beta inhib	KCNK9 inh	PolyA inhibitor
CCN(C(=O)c1ccc(NC(C)=O)cc1)c1ccccc1C	-6.5	-0.2	i	2.7	i	i	0.8	i	-0.2	i	i
CCN(CC)S(=O)(=O)c1ccc2oc(Nc3ccc4c(c3)OCCO4)nc2c1	-3.5	-4.5	i	-2.0	i	i	-0.7	i	6.5	i	i
CCn1ccnc1CN(C)C(=O)CCc1nnc(CCC2CCCCC2)o1	-9.2	-9.6	i	-2.5	i	i	-3.7	i	-1.8	i	i
Cc1ccc(OCCNC(=O)CNC(=O)c2ccc(C)cc2)cc1	-6.5	-0.8	i	3.4	i	i	9.0	i	-0.2	i	i
CCOc1ccc(N(CC(=O)NCc2ccc(OC)cc2)S(=O)(=O)c2c(C)noc2C)cc1	-6.6	3.0	i	1.8	i	i	-1.3	i	7.1	i	i
COc1cc(C2C(C#N)=C(N)Oc3n[nH]c(-c4cccnc4)c32)ccc1OCC(N)=O (centres undefined)	-7.1	1.4	i	3.9	i	i	4.3	i	-18.2	i	i
Cc1cc2ncn(CCCCOc3ccccc3)c2cc1C	-19.6	5.1	i	10.4	i	i	0.1	i	0.9	i	i
CN(C)S(=O)(=O)c1cccc(NC(=O)c2ccccc2OCc2ccc(F)cc2)c1	-5.3	2.2	i	-2.8	i	i	1.5	i	-1.8	-7.32*	i
CSc1nc2nccc(-c3ccc(-c4ccccc4)cc3)n2n1	-2.2	-4.9	i	5.1	i	i	1.8	i	0.5	i	i
CCn1c(C)nc2cc(C(=O)NNC(=S)NC(=O)c3ccccc3)ccc21	-9.8	5.4	i	-0.8	i	i	4.7	i	-0.5	i	·
Nc1nn(-c2ccccc2)c2ccc([N+](=O)[O-])cc12	-7.6	6.4	i	33.4	i	i	-3.3	i	-7.0	i	i
COc1cccc(C(=O)Nc2c3c(nn2-c2cccc(C)c2C)CS(=O)C3)c1OC (centres undefined)	-3.5	4.2	i	-2.0	i	i	-4.0	i	0.2	i	i
COc1ccc(/C=C2\SC(=S)N(CCC(=O)NCCCN3CCOCC3)C2=O)cc1	-6.1	0.1	i	11.8	i	i	0.9	i	-2.4	i	i
COc1ccc(-c2nnc3n2-c2ccccc2SC3)cc1OC	-7.4	-2.4	i	24.2	i	i	2.2	i	-3.8	i	i
CCS(=O)(=O)C1=NSC2=NC(=O)/C(=C\c3ccc(OS(=O)(=O)c4ccccc4)c(OC)c3)C(=N)N21	-7.7	1.4	i	11.9	i	i	-0.4	i	3.2	i	i
COc1ccc(C(=O)N2CC3(CC(c4ccc(Cl)cc4)=NO3)C[C@H]2C(=O)NCC(N)=O)cc1 (some centres undefined)	-9.8	?	i	-2.7	i	i	-0.6	i	-2.9	i	i
CCOc1ccc2c(c1)C(=NNC(=O)c1ccncc1)c1cc(OCC)ccc1-2	-5.7	-5.0	i	-6.7	i	i	0.0	i	-3.7	i	i
O=C(CCc1n[nH]c(=O)[nH]c1=O)N1CCOCC1	-6.4	1.6	i	-0.5	i	i	-0.1	i	-9.3	i	i
CC1=C(C(=O)Nc2ccccc2C(=O)NCCCN2CCN(C)CC2)SCCO1	-5.5	-1.3	i	8.8	i	i	6.0	i	-0.8	i	i
CC(Oc1ccc(F)cc1)C(=O)Nc1cc(C(F)(F)F)ccc1-n1cncn1 (centres undefined)	-15.3	·	i	7.5	i	i	·	i	-8.1	i	i
COc1ccc(C(=O)CC(=O)Nc2ccc([N+](=O)[O-])cc2)cc1	-8.0	1.6	i	-6.7	i	i	-2.2	i	0.5	i	·
Cn1c(CCn2ccccc2=O)nc2cc(NC(=O)COc3ccccc3)ccc21	-12.1	-0.7	i	0.2	i	i	10.4	i	-0.6	i	i
O=c1c2ccccc2nc(COc2ccccc2)n1/N=C/c1cn[nH]c1-c1ccccc1	-5.1	2.5	i	-2.8	i	i	-2.5	i	2.8	i	i
COc1ccc(NC(=O)c2ccccc2-c2ccccc2)cc1	-8.5	-0.6	i	-1.4	i	i	-1.8	i	2.3	i	i
C=CCN1C(=O)C(Cc2cccc(C)c2)SC1=Nc1ccc(C(=O)O)cc1 (centres undefined)	-10.9	7.7	i	-2.0	i	i	0.7	i	1.2	i	i
Cc1cccc(NC(=O)c2ccc(C(=O)c3ccccc3)cc2)n1	-16.6	·	i	5.0	i	i	·	i	-5.4	i	i
CC(C)c1ccc(-c2nc(N3CCCC3)nc3n[nH]c(N)c23)cc1	-10.1	-10.5	i	-1.0	i	i	2.8	i	1.5	i	i
COc1ccc(Cl)cc1N(CC(=O)Nc1ccccc1SC)S(C)(=O)=O	-14.9	2.7	i	23.6	i	i	-2.2	i	1.6	i	i
O=C(CSCC(=O)N1CCCCC1)Nc1nc(-c2cccs2)cs1	-13.7	·	i	-1.5	i	i	-2.2	i	-0.5	i	i
CC(C)c1ccc(NC(=S)N2CCCC(c3ccc(F)cc3)=N2)cc1	-6.0	3.3	i	3.4	i	i	-0.6	i	4.4	i	i
CN=C(Nc1cccnc1)c1ccccc1	-2.9	-4.2	i	-3.4	i	i	1.4	i	-2.9	i	i
CCN(c1ccccc1)S(=O)(=O)c1ccc(C(=O)NCCc2ccc(S(N)(=O)=O)cc2)cc1	-12.6	-1.6	i	-6.0	i	i	-0.6	i	·	i	i
CCCC(=O)Nc1nnc(SCC(=O)NC2CC2)s1	-7.7	-2.5	i	8.3	i	i	-1.0	i	0.6	i	i
CC(=O)Nc1ccc(CN2CCCN(C)CC2)cc1	-5.7	1.2	i	-5.5	i	i	-3.2	i	2.2	i	i
CCC(C)c1ccc(NC(=S)NN2CCOCC2)cc1 (centres undefined)	-8.8	-3.9	i	-0.6	i	i	-0.9	i	-14.4	i	i
CSc1nc(C)cc(OCC(=O)N/N=C/c2ccccc2O)n1	-7.3	1.5	i	1.0	i	i	-1.8	i	3.0	i	i
CCCN(CCC)c1nc(C#N)nc(N(CCC)CCC)n1	-19.2	9.3	-11.2*	-1.9	i	i	-2.0	i	2.3	i	i
Cc1cc(NC(=O)CN2C(=O)/C(=C/c3ccccc3F)SC2=S)no1	-0.2	2.5	i	-7.2	i	i	0.5	i	-0.1	i	i

From PubChem BioAssay

This is a subset. The share of hits here may be higher or lower than overall.
